Apaf1 inhib = inhibitors of human Apaf-1 apoptosome, primary screen, biochemical, DEVD-Rh110 fluorescence, uHTS. Apoptotic protease-activating factor 1 (Homo sapiens), O14727. reconstituted apoptosome caspase-3 activity. inhibition, % at 20 µM. 0.71% of 330,000 active; active = inhibition of at least 40% at 20 µM;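 also: plate controls were DMSO wells for no effect and DEVD-CHO caspase inhibitor wells for full effect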
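Material: cell-free apoptosome with Apaf-1, procaspase-3 and caspase-9; Buffer or medium: Hepes pH 7.5 with detergent and BSA; Reagent: cytochrome c trigger plus (Z-DEVD)2-Rh110 caspase-3 substrate; Times: compound with Apaf-1, dATP, procaspase-3 30 min, then 50 min reaction, room temperature; Technique: Rh110 fluorescence intensity.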
A3G deaminase = APOBEC3G DNA deaminase inhibitors, primary screen, biochemical, fluorescence, single-stranded DNA substrate, uHTS; inhibition, % at 20 µM; recombinant A3G, ssDNA deamination FAM/TAMRA fluorescence; 0.28% of 330,000 active; DNA dC->dU-editing enzyme APOBEC-3G (Homo sapiens), Q9HC16; AID 493012, 2011;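 active = inhibition of at least 40% at 20 µM, with no more than 30% in the related APOBEC3A deaminase screen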;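 also: plate controls were DMSO wells with A3G for no effect and wells lacking A3G enzyme for full effect; some compounds called inactive have numbers as strong as hits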
SENP7 block = SENP7 protease inhibitors, primary screen, biochemical, luminescence, uHTS. recombinant SENP7, Z-RLRGG-aminoluciferin luminescence, 40 min. inhibition, % at 5 µM. 1.5% of 330,000 active. AID 434973, 2010;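 active = inhibition above about 50% at the single test dose, limit read from the data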;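 also: plate controls were DMSO with enzyme for no effect and no enzyme buffer wells for full effect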
Target sequence (Q9BQF6 706-1050 limits assumed): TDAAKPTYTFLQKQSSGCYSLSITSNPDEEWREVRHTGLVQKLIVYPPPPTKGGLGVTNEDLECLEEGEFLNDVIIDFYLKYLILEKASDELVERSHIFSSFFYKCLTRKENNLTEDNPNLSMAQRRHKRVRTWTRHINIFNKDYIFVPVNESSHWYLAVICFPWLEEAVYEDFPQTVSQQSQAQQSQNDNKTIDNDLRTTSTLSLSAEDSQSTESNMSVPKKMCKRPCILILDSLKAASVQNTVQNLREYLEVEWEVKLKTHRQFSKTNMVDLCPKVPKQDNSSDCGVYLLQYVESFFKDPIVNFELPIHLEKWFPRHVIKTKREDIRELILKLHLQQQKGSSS
SENP8 block-1 = human SENP8 protease inhibitors, primary screen, biochemical, fluorescence, Nedd8 protein substrate, uHTS; Sentrin-specific protease 8 (Homo sapiens), Q96LD8; recombinant SENP8; inhibition, % at 20 µM; 0.64% of 360,000 active; AID 602440, 2012; in the data active = inhibition mostly above about 40%, no sharp cut-off; inactive = mostly below about 27%
Target sequence (Q96LD8 whole entry, looked up): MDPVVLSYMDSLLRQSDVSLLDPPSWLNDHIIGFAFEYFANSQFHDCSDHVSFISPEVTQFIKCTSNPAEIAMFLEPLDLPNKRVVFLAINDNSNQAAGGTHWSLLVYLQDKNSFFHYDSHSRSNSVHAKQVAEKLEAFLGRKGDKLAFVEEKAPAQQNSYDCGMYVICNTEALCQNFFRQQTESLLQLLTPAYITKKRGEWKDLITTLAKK
SENP8 block-2 = SENP8 protease inhibitors, primary screen, biochemical, luminescence. purified SENP8, Z-RLRGG-aminoluciferin cleavage. inhibition, % at 10 µM. 1.2% of 330,000 active. AID 2540, 2010; in the data active = inhibition above about 50%
SENP6 block = SENP6 protease inhibitors, primary screen, biochemical, luminescence, uHTS; Recombinant SENP6 catalytic domain, aminoluciferin luminescence; inhibition, % at 10 µM; 1.8% of 330,000 active; AID 2599, 2010;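 active = inhibition above about 50% at the single tested dose, limit read from the data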;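 also: plate controls were DMSO wells with enzyme for no effect and DMSO wells lacking enzyme for full effect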
SENP1 inh = human SENP1 catalytic domain inhibitors, primary screen, biochemical, FRET, uHTS; 0.21% of 360,000 active; recombinant SENP1 catalytic domain, CyPet-SUMO1-YPet FRET cleavage; inhibition, % at 10 µM;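 active = inhibition at least 30% at 10 µM, raw YFP signal under a set limit, fluorescence ratio 0.5 to 1.5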;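 also: 0% = enzyme with DMSO and 100% = no enzyme wells; some results filed as inactive read as strong as hits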
Target sequence (Q9P0U3 419-644 limits assumed): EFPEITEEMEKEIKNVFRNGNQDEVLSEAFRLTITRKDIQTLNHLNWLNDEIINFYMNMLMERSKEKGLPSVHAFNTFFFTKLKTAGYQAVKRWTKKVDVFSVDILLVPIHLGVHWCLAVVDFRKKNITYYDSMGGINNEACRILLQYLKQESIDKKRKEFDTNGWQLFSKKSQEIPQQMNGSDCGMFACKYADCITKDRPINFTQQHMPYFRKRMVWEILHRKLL
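Material: hSENP1 catalytic domain, recombinant; medium: Tris pH 8 with BME, BSA, NP40 and catalase; compound: single concentration of 10 µM compound, 0.5% DMSO final; technique: FRET read of cyan and yellow fluorescence; timing: 50 min enzyme reaction, room temperature, light-protected; reagent: SFCypet-SUMO1-SFYpet substrate at 25 nM; control set: no-enzyme low, enzyme-DMSO high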
UBC13 inh = UBC13 polyubiquitin chain formation inhibitors, primary screen, biochemical, TR-FRET, uHTS | Ubiquitin-conjugating enzyme E2 N (Homo sapiens), P61088 | inhibition, % at 20 µM | 0.47% of 330,000 active | AID 485273, 2010; in the data active = inhibition above about 45%, passing the limit was not always enough
Target sequence (P61088 whole entry, looked up): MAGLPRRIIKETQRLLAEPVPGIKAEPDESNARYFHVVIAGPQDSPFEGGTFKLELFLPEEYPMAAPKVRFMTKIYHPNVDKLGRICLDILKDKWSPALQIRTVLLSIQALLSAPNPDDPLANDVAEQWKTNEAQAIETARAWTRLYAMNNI
* marks the source's active call; other numbers are inactive results.

SMILES | Apaf1 inhib | A3G deaminase | SENP7 block | SENP8 block-1 | SENP8 block-2 | SENP6 block | SENP1 inh | UBC13 inh
CCOc1ccccc1NC(=S)Nc1ccccc1F | 0 | -9 | 4 | 4 | 3 | -5 | 2 | -4
O=S(=O)(NCCCc1ccccc1)c1ccc(F)c(F)c1 | 13 | 13 | 4 | 12 | 3 | -3 | 2 | 7
COc1ccc(-c2csc(NC(C)c3nc4cc(Cl)c(N5CCCCC5)cc4n3CCOCCO)n2)cc1 (stereo not drawn) | 23 | -4 | -9 | 6 | 6 | -6 | -6 | 8
N=C1/C(=C/c2cccn2CCOc2ccccc2)C(=O)N=C2SC=C(c3ccccc3)N12 | -5 | 0 | 8 | -7 | 2 | 14 | -41 | -14
CC(C)Nc1nc(Oc2cccc(Cl)c2Cl)cc(C(F)(F)F)n1 | -2 | -8 | 4 | -16 | 0 | -10 | -1 | 5
COc1ccc(-c2cc(C(=O)NNC(=O)c3csc(N4CCOCC4)n3)c3ccccc3n2)cc1 | 17 | -11 | 1 | -494 | -3 | 2 | 4 | 3
Cn1c(Cn2c(=O)sc3ccccc32)nnc1SCC(=O)NCCc1ccccc1 | 0 | 5 | -9 | 9 | 7 | -6 | -1 | 8
CCN(Cc1ccccc1)C(=O)C1CCN(C(=O)Nc2ccccc2)CC1 | -5 | -3 | 16 | 11 | -5 | -3 | 0 | -11
COc1cc(NC(=O)NCc2ccncc2)cc(OC)c1OC | -16 | -3 | 9 | 5 | 0 | -5 | 0 | -3
O=C(CSc1nnc2ccccn12)c1ccc(Cl)cc1 | 2 | 3 | 8 | 2 | -2 | 8 | 1 | -1
Cc1ccc(-c2nnc(SCC(=O)Nc3nc4c(s3)CCCC4)n2C)cc1 | 2 | -10 | 0 | 21 | -2 | -14 | 2 | 8
NC(=S)N/N=C/c1coc2ccc(F)cc2c1=O | -13 | -4 | -12 | -11 | 2 | 5 | 0 | -6
O=C(CCN1CCCCO1)N1CCCC(Nc2ccc(F)c(F)c2)C1 (stereo not drawn) | -3 | -4 | 4 | 7 | -2 | -10 | 1 | 9
Cc1ccccc1OCC(=O)NNC(=O)c1ccc2c(=O)n3c(nc2c1)CCC3 | 2 | -8 | -10 | 2 | -6 | -2 | 3 | -5
C[C@H]1C[C@H]2[C@@H]3CCC4=CC(=O)C=C[C@]4(C)[C@@]3(F)[C@@H](O)C[C@]2(C)[C@@]1(O)C(=O)CO | -8 | -9 | 10 | 5 | 1 | 4 | -1 | -3
CCOC(=O)c1sc(NC(=O)C2CSC3(C)CCC(=O)N23)nc1C (stereo not drawn) | 1 | -7 | -4 | 1 | -1 | -18 | 1 | -2
O=[N+]([O-])c1cc(Br)c(OCc2nnc(-c3ccccc3)o2)c(Br)c1 | 4 | -2 | 9 | 25 | 2 | -11 | 2 | -7
O=C(OCC(O)CO)c1ccccc1Nc1ccnc2cc(Cl)ccc12 (stereo not drawn) | -6 | 0 | 4 | -308 | -1 | 7 | 0 | -10
O=c1cc(CN2CCc3ccccc3C2)nc2sccn12 | 1 | -4 | -6 | -79 | 4 | 8 | -20 | 1
O=C(CN(C1CCCCC1)S(=O)(=O)c1ccccc1)NCc1ccco1 | 3 | -2 | -4 | 12 | -7 | 4 | -4 | -8
CCc1c(C)nc(SCC(=O)N2CCCCC2C)[nH]c1=O (stereo not drawn) | -5 | -15 | -3 | 7 | -5 | -14 | -11 | -4
COC(=O)c1cc2ccsc2n1CC(=O)N(C)C1CCCCC1 | 9 | -8 | -11 | 24 | -5 | -8 | -1 | -10
CCCOc1ccc(N2CC(C(=O)Nc3ccccc3C(=O)NCc3ccco3)CC2=O)cc1 (stereo not drawn) | -2 | -6 | 1 | -4 | -1 | -6 | -4 | 5
C[C@H](O)CC1=C[C@H](O)[C@@H](C)OC1=O | -4 | -1 | -9 | 12 | 6 | 3 | -1 | -1
CS(=O)(=O)c1cccc(C(=O)Nc2ccccc2Cc2ccccc2)c1 | 2 | -2 | 2 | 13 | -6 | -20 | -2 | 10

Gathered by group, the entries above with a furan ring, fused or not (two)
SMILES | Apaf1 inhib | A3G deaminase | SENP7 block | SENP8 block-1 | SENP8 block-2 | SENP6 block | SENP1 inh | UBC13 inh
O=C(CN(C1CCCCC1)S(=O)(=O)c1ccccc1)NCc1ccco1 | 3 | -2 | -4 | 12 | -7 | 4 | -4 | -8
CCCOc1ccc(N2CC(C(=O)Nc3ccccc3C(=O)NCc3ccco3)CC2=O)cc1 (stereo not drawn) | -2 | -6 | 1 | -4 | -1 | -6 | -4 | 5

The main list resumes with the 4 entries that preceded the break.
SMILES | Apaf1 inhib | A3G deaminase | SENP7 block | SENP8 block-1 | SENP8 block-2 | SENP6 block | SENP1 inh | UBC13 inh
COC(=O)c1cc2ccsc2n1CC(=O)N(C)C1CCCCC1 | 9 | -8 | -11 | 24 | -5 | -8 | -1 | -10
CCCOc1ccc(N2CC(C(=O)Nc3ccccc3C(=O)NCc3ccco3)CC2=O)cc1 (stereo not drawn) | -2 | -6 | 1 | -4 | -1 | -6 | -4 | 5
C[C@H](O)CC1=C[C@H](O)[C@@H](C)OC1=O | -4 | -1 | -9 | 12 | 6 | 3 | -1 | -1
CS(=O)(=O)c1cccc(C(=O)Nc2ccccc2Cc2ccccc2)c1 | 2 | -2 | 2 | 13 | -6 | -20 | -2 | 10
CC(=O)N1c2c(cc(Br)cc2S(=O)(=O)NCc2ccccc2)CC1C (stereo not drawn) | 8 | -3 | -5 | 4 | -7 | 2 | 1 | 2
O=C(CCl)Nc1cn(-c2ccccc2)nc1-c1ccccc1 | 14 | -6 | -10 | -20 | -3 | -2 | 0 | 2
COc1ccc(S(=O)(=O)NCC2CCCN(Cc3ccccc3C)C2)cc1 (stereo not drawn) | 5 | -2 | -3 | 7 | -1 | -14 | 0 | -13
Clc1ccc(CN2CCC(c3ccccc3)CC2)cc1 | 12 | -13 | 4 | 15 | 5 | -12 | 3 | 0
O=C(CN1CCN(C(=O)C2CCCO2)CC1)Nc1cc(C(F)(F)F)ccc1Cl (stereo not drawn) | -2 | -2 | -11 | 1 | -13 | 8 | -1 | 0
O=C(COc1cccc2c1CCN(Cc1ccc(Cl)cc1)C2=O)N1CCOCC1 | 7 | -7 | -13 | 13 | -5 | -4 | 0 | -4
COc1ccc(Nc2oc(-c3ccco3)nc2S(=O)(=O)c2ccc(F)cc2)cc1 | 12 | 2 | 8 | -84 | 2 | 5 | 1 | 4
Cc1ccccc1C(=O)NC1CCN(CC(=O)Nc2ccc3c(c2)OCCO3)CC1 | -11 | -7 | 3 | 0 | -3 | 0 | 1 | 1
COc1ccc(N(CC(=O)NC2CCCCC2)C(=O)CNC(=O)c2ccco2)cc1OC | 8 | -1 | -12 | 19 | -6 | -3 | 1 | -10
O=C(c1sc2cc(F)ccc2c1Cl)N1CCN(c2ccccc2)CC1 | 17 | 3 | 3 | 15 | -4 | -4 | 1 | 8
CCOc1ccc(C(C(=O)NC2CCCCC2)N(C(=O)c2ccccn2)c2cccnc2)cc1 (stereo not drawn) | -4 | -8 | 2 | 6 | 7 | 15 | 3 | -6
COc1ccc(CNC(=O)CSc2ccsc2[N+](=O)[O-])cc1 | 8 | -3 | 10 | 9 | -2 | -21 | -1 | -4
COc1cc(OC)cc(C(=O)NC(=S)N2CCCCC2c2cccnc2)c1 (stereo not drawn) | 8 | 1 | 4 | -3 | -4 | -5 | 1 | 4
CCCCCNS(=O)(=O)c1cc2c3c(c1)CCC(=O)N3CCC2 | 9 | -2 | -2 | 10 | -9 | -14 | 0 | -2
Cn1c(Cl)c(/C=N/OC(=O)c2ccc(Cl)cc2)c2ccccc21 | 3 | -5 | 0 | -18 | -6 | -24 | 5 | -6
CC(C)NC(=S)N/N=C/c1cccs1 | 11 | -3 | 0 | 13 | 4 | -6 | -3 | -6
CCOc1c(CNc2nnnn2C)cccc1OC | 3 | 3 | 2 | 15 | -5 | 10 | 2 | -7
CCOC(=O)c1cc(C)n(-c2c(C)n(C)n(-c3ccccc3)c2=O)c1C | -1 | -1 | -5 | 13 | -2 | -4 | 1 | -4
Nn1cnnc1N/N=C/c1ccc(Cl)cc1Cl | 2 | -4 | -1 | 9 | -6 | -14 | 3 | -4
CC(C)(CO)NC(=O)Nc1ccc(Cl)c(Cl)c1 | 3 | -10 | -7 | 2 | -1 | 5 | 2 | 2
C=CCn1c(N)c(C(=O)Nc2ccccc2)c2nc3ccccc3nc21 | 67* | -10 | 20 | -401 | 52* | 64* | -11 | 15
CC(=NCCN1CCN(C(=S)Nc2ccccc2)CC1)C1=C(O)CC(C)(C)CC1=O | -5 | -5 | 2 | 10 | 4 | 13 | 2 | -1
CC(C)NC(=O)c1onc(CSc2cccc(Cl)c2)c1C(=O)O | 3 | 9 | -5 | 7 | -10 | -10 | 2 | -3
CCOC(=O)c1c[nH]c(=S)n(-c2ccccc2)c1=O | -10 | -10 | -1 | 15 | -2 | -8 | 2 | 7
CCOC(=O)C1=C(c2ccccc2)NC(=O)NC1c1ccc(OC)cc1 (stereo not drawn) | 11 | -2 | -9 | 14 | -7 | -16 | -3 | -5

Carrying on:
SMILES | Apaf1 inhib | A3G deaminase | SENP7 block | SENP8 block-1 | SENP8 block-2 | SENP6 block | SENP1 inh | UBC13 inh
Cc1ccc(-n2c(C)nc3ncnc(-c4ccccc4)c32)cc1 | 14 | 0 | 0 | 6 | 7 | 9 | -1 | -9
COc1cc(CN2CCC(n3nccc3NC(=O)C3CC3)CC2)cc(OC)c1 | 1 | -5 | -3 | 0 | 5 | -6 | -1 | 3
O=C1CN(C(=O)CSc2nnc(Nc3ccccc3)s2)c2ccccc2N1 | 2 | -4 | -5 | 8 | -15 | -8 | -16 | -12
CC(C)=C(NC(=O)c1ccccc1)C(=O)N/N=C/c1ccc(O)cc1 | -13 | -2 | 4 | 12 | -6 | -1 | 1 | 0
O=c1c(-c2ccc3c(c2)OCCO3)coc2cc(O)cc(O)c12 | 15 | -10 | 58* | 32 | 50* | 67* | -1 | -3
O=C(NCc1ccc(Cl)cc1)C(=O)c1c[nH]c2ccccc12 | -10 | -5 | -5 | 0 | -1 | 0 | 2 | 9
Cc1ccc(C(C)C)c(OCCN2C(=O)NC(C)(C)C2=O)c1 | 7 | 0 | 6 | 14 | 7 | 1 | -6 | 10
O=P(c1ccccc1)(c1ccccc1)C(O)c1ccc(Br)cc1 (stereo not drawn) | 5 | 0 | -12 | 6 | -9 | -9 | -1 | -5
Cc1ccc(C)c(SCc2noc(C(=O)NCC3CCCO3)c2C(=O)O)c1 (stereo not drawn) | 4 | 4 | -4 | 16 | -4 | -3 | 0 | -7
Cc1cc(C)cc(NC(=O)NN2C(C)CCCC2C)c1 (stereo not drawn) | 15 | -8 | 6 | 15 | 4 | 3 | 3 | 15
O=C(N/N=C(\CC(=O)c1cccs1)C(F)(F)F)c1ccncc1 | -5 | -5 | 6 | 34 | 5 | 4 | 40* | -33
C/C(Cl)=C\CNC(C)c1ccccc1 (stereo not drawn) | 5 | -3 | 5 | 23 | 1 | -3 | -1 | -2
NC(=O)c1cc(S(=O)(=O)NCCc2ccc(S(N)(=O)=O)cc2)cs1 | -2 | -2 | 1 | 8 | 9 | -12 | 0 | -2
COc1ccc(CNc2cc([N+](=O)[O-])ccc2OC)cc1 | -4 | -5 | -1 | 22 | -4 | 3 | 11 | -4
O=C(NCc1cccnc1)c1cccc(Cl)c1 | 2 | -11 | 2 | 9 | 6 | -8 | 0 | 3

Source: PubChem BioAssay
